KCNK3 inh – human KCNK3 channel inhibition, primary screen; B-score at 10 µM; O14649; hit rate 0.84% among 340,000; CHO-KCNK3 thallium flux, FluxOR fluorescence; stronger effect = lower value;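 active = B-score under library mean minus 4 SD, starting fluorescence ratio at most library mean plus 5 SD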;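 note: more negative B-score means stronger inhibition of thallium flux through KCNK3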
KCNK9 block – blocks the human KCNK9 two-pore domain potassium channel; Q9NPC2; HEK293 KCNK9, FluxOR thallium flux fluorescence; stronger effect = lower value; B-score at 10 µM; hit rate 1.2% among 310,000; AID 488922;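 active = ratio B-score over 3 SD below the library mean, with starting fluorescence within 5 SD of its mean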;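 note: negative B-score means less thallium flux so channel inhibition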
Target sequence (Q9NPC2 whole entry, looked up, the tested form may be a part): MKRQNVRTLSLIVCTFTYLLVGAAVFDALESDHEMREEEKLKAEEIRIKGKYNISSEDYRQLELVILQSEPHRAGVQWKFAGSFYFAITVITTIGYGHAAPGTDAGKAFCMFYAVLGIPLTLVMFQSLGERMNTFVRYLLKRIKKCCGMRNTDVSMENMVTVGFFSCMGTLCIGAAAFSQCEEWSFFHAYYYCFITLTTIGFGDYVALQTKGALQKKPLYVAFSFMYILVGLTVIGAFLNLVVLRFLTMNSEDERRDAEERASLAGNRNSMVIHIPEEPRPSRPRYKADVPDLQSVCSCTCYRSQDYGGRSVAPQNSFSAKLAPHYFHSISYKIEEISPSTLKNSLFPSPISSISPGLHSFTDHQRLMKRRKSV
hERG rescue – shields human hERG channel from block by proarrhythmic agents. hit rate 0.51% among 310,000. Q12809. AID 1511. activation (rescue from dofetilide block), less the hit threshold, % at 10 µM. CHO-hERG, FluxOR thallium flux, dofetilide IC70 present;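 active = activation above the mean of controls blocked by dofetilide plus 5 SD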;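 note: thallium influx through hERG after potassium depolarization seen as dye fluorescence rise; in these data hits start at about 4.7%; inactives centre near -7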
Dyrk1A ADPGlo – blocks rat Dyrk1A kinase activity. ADP-Glo luminescence, NFATc1 peptide. Q63470. hit rate 0.43% among 310,000. inhibition, % at 12.5 µM; in the data active = inhibition above about 50%;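 note: plate controls were vehicle with enzyme for no effect and no enzyme for full effect; many of its hits are not listed in these tables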
PolyA inhibitor – yeast polyadenylation inhibition; calls only at 12 µM; AID 1875; S. cerevisiae SKY197-pL101 polyadenylation reporter, beta-gal luminescence; efflux-impaired pdr1/pdr3 knockout yeast; score 100 = 6 SD above DMSO; hit rate 0.02% among 300,000;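 active = lowest replicate activity score at least 50, where 100 means six control SD above control mean; inconclusive = lowest score under 50 but half or more replicates reach 50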;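 note: yeast exposed to compound for 9 h at 30 °C; higher score means more reporter readthrough which indicates perturbed polyadenylation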
GSK3B inh – human GSK3beta kinase inhibition. P49841. GST-GSK3beta kinase, ADP-Glo luminescence, 60 min; stronger effect = lower value. activity score (negative = inhibition), % at 10 µM. hit rate 0.038% among 300,000. AID 2097;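 active = more than half of replicate wells score below -50%, meaning over 50% inhibition versus plate controls; inconclusive = some replicates but at most half score below -50%; inactive = no replicate scores below -50%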;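 note: 0% = median DMSO wells and -100% = median GW8510 positive control wells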
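Test system: GST-fused GSK3beta enzyme, cell-free | Quantity: 1.6 ng GST-GSK3beta enzyme per well | Reagent: 25 µM ATP with peptide substrate | Schedule: 60 min enzyme reaction, room temperature | Signal: Luminescent ADP-Glo measurement of ADP formed | Read-out basis: Score relative to plate controls | Control set: DMSO and 20 µM GW8510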
KCNQ1 act – human KCNQ1 channel potentiation or activation; CHO-K1 KCNQ1, thallium flux FluxOR fluorescence; stronger effect = higher value; B-score at 10 µM; hit rate 0.35% among 310,000;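 active = fluorescence ratio B-score, a plate-corrected score, at least three library SD, with initial intensity B-score within 5 SD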
Target sequence (P51787 whole entry, looked up): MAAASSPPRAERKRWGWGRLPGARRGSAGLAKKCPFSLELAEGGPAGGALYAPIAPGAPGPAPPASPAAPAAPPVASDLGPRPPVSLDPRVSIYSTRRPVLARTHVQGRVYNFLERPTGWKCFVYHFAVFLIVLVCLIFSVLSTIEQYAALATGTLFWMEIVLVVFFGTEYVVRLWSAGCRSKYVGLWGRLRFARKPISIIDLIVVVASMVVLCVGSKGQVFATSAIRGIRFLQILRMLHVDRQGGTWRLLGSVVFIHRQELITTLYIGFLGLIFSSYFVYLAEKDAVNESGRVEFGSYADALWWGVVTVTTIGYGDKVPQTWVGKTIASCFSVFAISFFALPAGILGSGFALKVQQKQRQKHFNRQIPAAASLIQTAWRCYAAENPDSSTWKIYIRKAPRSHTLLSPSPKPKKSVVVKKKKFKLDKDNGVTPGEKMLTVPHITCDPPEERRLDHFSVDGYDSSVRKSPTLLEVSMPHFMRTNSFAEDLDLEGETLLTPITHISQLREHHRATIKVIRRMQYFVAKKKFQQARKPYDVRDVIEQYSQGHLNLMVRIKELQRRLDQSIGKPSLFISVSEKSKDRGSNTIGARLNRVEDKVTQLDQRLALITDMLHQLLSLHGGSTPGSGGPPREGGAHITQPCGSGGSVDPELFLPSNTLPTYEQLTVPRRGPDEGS
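System: Stable KCNQ1 CHO-K1 line | Incubation: 90 min dye loading and 20 min compound exposure, both at room temperature | Measure: Ratio B score | Medium: Assay buffer for compound exposure, DMSO matched across wells | Compound dosing: Single-concentration screen | Probe or stimulus: K+/Tl+ depolarizing stimulus | Measured by: Kinetic FluxOR fluorescence, 10 s baseline plus 110 s post-stimulus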
GSK3A inh – human GSK-3 alpha kinase inhibition | hit rate 0.1% among 320,000 | ADP-Glo luminescence, 60 min | P49840 | AID 2650 | inhibition, % at 10 µM;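 in the data active = inhibition above about 50%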;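 note: GST-tagged GSK-3 alpha with peptide substrate and 25 µM ATP; 0% = DMSO neutral wells and 100% = GW8510 positive control wells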
RGS4 act – RGS4 potentiation or activation; B-score at 10 µM; hit rate 0.92% among 310,000; HEK293 M3R/inducible RGS4, carbachol calcium flux Fluo4; stronger effect = lower value;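 active = B-score of the integrated calcium signal more than 4 SD below the library mean, with starting fluorescence not abnormally high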;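 note: negative B-score means reduced calcium response which marks RGS4 activation or potentiation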
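Reagent: ECmax carbachol challenge; Test system: M3R-expressing HEK293 line, RGS4 induced by doxycycline; Schedule: overnight RGS4 induction, 30 min dye load 37 °C, 20 min compound RT; Detection: calcium dye Fluo4 fluorescence; Read-out: Agonist-evoked peak-minus-minimum fluorescence over baseline, integrated ratio, B score.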
HDAC3 inh – blocks human histone deacetylase 3; O15379; recombinant HDAC3, fluorogenic peptide/trypsin coupled, fluorescence; inhibition, % at 8.3 µM; hit rate 0.15% among 320,000; in the data active = inhibition above about 26%, passing the limit was not always enough; inconclusive = no clear call, values can overlap the other calls
KCNQ1 block – inhibitors of human KCNQ1 potassium channel | B-score at 10 µM | hit rate 1.3% among 310,000 | P51787 | CHO-K1 KCNQ1, FluxOR thallium flux fluorescence; stronger effect = higher value;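 active = compounds whose thallium flux B-score, printed positive for inhibition, exceeds three library SD while starting fluorescence stays within three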;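 note: channel opened by potassium depolarization with thallium stimulus after 20 min compound exposure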
An asterisk follows results filed as active; i = inactive; u = inconclusive; x = no result given.

Start of the listing, in advance:
SMILES | KCNK3 inh | KCNK9 block | hERG rescue | Dyrk1A ADPGlo | PolyA inhibitor | GSK3B inh | KCNQ1 act | GSK3A inh | RGS4 act | HDAC3 inh | KCNQ1 block
Cc1ccc(-c2nc3ccccc3o2)cc1NC(=O)Cc1cccs1 | i | i | -6 | 5 | i | 1 | i | 0 | i | -1 | i
Cc1cccc(N(C)S(=O)(=O)c2cccc3nsnc23)c1 | i | i | -5 | 0 | i | -5 | i | -2 | i | 1 | i

The whole of this part, repeating the preview:
SMILES | KCNK3 inh | KCNK9 block | hERG rescue | Dyrk1A ADPGlo | PolyA inhibitor | GSK3B inh | KCNQ1 act | GSK3A inh | RGS4 act | HDAC3 inh | KCNQ1 block
Cc1ccc(-c2nc3ccccc3o2)cc1NC(=O)Cc1cccs1 | i | i | -6 | 5 | i | 1 | i | 0 | i | -1 | i
Cc1cccc(N(C)S(=O)(=O)c2cccc3nsnc23)c1 | i | i | -5 | 0 | i | -5 | i | -2 | i | 1 | i
COc1ccc(-n2c(CCC(=O)O)ccc2-c2ccc(F)cc2)c(OC)c1 | i | i | -5 | 1 | i | 0 | i | -4 | i | 0 | i
CC(C)(C)OC(=O)[C@H](Cc1ccccc1)NC(=O)c1[nH]cnc1C(=O)Nc1ccc(Cl)cc1 | i | i | -2 | 2 | i | 1 | i | 3 | i | 18 | i
Cc1ccc(N(Cc2ccccc2)C(=O)c2ccc(S(=O)(=O)N3CCOCC3)cc2)cc1 | i | i | -12 | 7 | i | -1 | i | 1 | i | 3 | i
O=C(Nc1ccc(F)cc1)C1CC(=O)n2c(nc3ccccc32)N1 (centres undefined) | i | i | 0 | -4 | i | 2 | i | 0 | i | -2 | i
Cn1c(SCC(=O)NNC(=O)Nc2ccc(Cl)cc2)nnc1-c1ccccc1 | x | i | -9 | x | i | 7 | i | 1 | i | x | i
Cc1ncoc1C(=O)NC1CCCc2c1cnn2-c1ccc(C(C)(C)C)cc1 (centres undefined) | i | i | -15 | x | i | -2 | i | x | i | x | i
COCCN(C(=O)c1cccc(N2C(=O)CCC2=O)c1)c1nc(-c2ccc([N+](=O)[O-])cc2)cs1 | i | i | -14 | 7 | i | 4 | i | x | i | x | i
Cc1ccc(-c2nc(C(=O)NCCCN(C)C)cc3c2[nH]c2ccccc23)cc1 | i | i | -12 | 4 | i | 0 | i | 8 | i | -27 | i
O=C(C1CCN(S(=O)(=O)c2ccc(Cl)cc2)CC1)N1CCCCCCC1 | i | i | -10 | -3 | i | 0 | i | -3 | i | 0 | i
O=C(NCC1(N2CCOCC2)CCCCC1)c1cccc(S(=O)(=O)N2CCc3ccccc3C2)c1 | i | i | 1 | 4 | i | 3 | i | -2 | i | 6 | i
c1ccc(CCCNc2ncccn2)cc1 | i | i | -8 | -1 | i | 1 | i | -1 | i | -11 | i
COc1cccc(C2CC(c3cccs3)=NN2C(=O)c2ccco2)c1O (centres undefined) | i | i | -13 | 6 | i | 0 | i | -1 | i | 2 | i
COc1ccc(CSc2nnc3[nH]c(=O)cc(N)n23)cc1 | i | i | -7 | -4 | i | -5 | i | 2 | i | 6 | i
O=C(N(Cc1ccccc1)c1ccccn1)C12CC3CC(CC(C3)C1)C2 | i | i | -9 | -2 | i | 0 | i | -4 | i | 1 | i
Cc1nc(S(=O)(=O)c2ccc(Br)cc2)nc2c1CCC2 | i | i | -21 | -1 | i | 3 | i | 0 | i | -1 | i
C=CC(=O)NC(NC(=O)C=C)c1ccc(Br)cc1 | i | i | -13 | -5 | i | 1 | i | 1 | i | -3 | i
CCN1CC(CN(C)Cc2cn(-c3ccc(C)cc3)nc2-c2ccc(F)cc2)CC1=O (centres undefined) | i | i | -21 | -8 | i | 4 | i | -2 | i | 6 | i
Cc1ccc(S(=O)(=O)N2CCCOC2CNC(=O)C(=O)NCc2ccncc2)cc1 (centres undefined) | i | i | -4 | -9 | i | 0 | i | 5 | i | -4 | i
O=C(CC12CC3CC(CC(C3)C1)C2)NCc1ccccc1 | i | i | -1 | 3 | i | -4 | i | -1 | i | -2 | i
COc1cc(-c2nc(Cc3ccccc3Cl)no2)cc(OC)c1OC | i | i | -8 | 3 | i | 0 | i | x | i | 0 | i
Cc1ccc(/C=N/NC(=O)c2ccc(N(C)S(=O)(=O)c3ccccc3)cc2)cc1 | i | i | -5 | 8 | i | -1 | i | 0 | i | 12 | i
S=c1[nH]ccn1-c1ccccc1Cl | i | i | -8 | x | i | 1 | i | -2 | i | 2 | i
COC(=O)c1cc(S(=O)(=O)NCC2CCN(Cc3ccc(C)cc3)CC2)c[nH]1 | i | i | -4 | 0 | i | -1 | i | -10 | i | -17 | i
Fc1ccccc1OCCCN1CCOCC1 | i | i | -5 | 0 | i | 2 | i | -1 | i | 1 | i
Cc1sc(NC(=O)c2ccco2)c(C(=O)c2ccc(Cl)cc2)c1C | i | i | -9 | -1 | i | 3 | i | 4 | i | -3 | i
C=CCn1c(SCC(=O)NC(=O)NCCC)nnc1C1CCCCC1 | i | i | -10 | 3 | i | 1 | i | 1 | i | 7 | i
CCOC(=O)c1c(NC(=O)C2C3C=CC(C3)C2C(=O)O)sc2c1CC(C)(C)OC2 (centres undefined) | i | i | -2 | 3 | i | 4 | i | -1 | i | 1 | i
CN(c1ccccc1)S(=O)(=O)c1cccc(NC(=O)CN2CCCc3ccccc32)c1 | -9.8* | -11* | -8 | -8 | i | -2 | i | 1 | i | -4 | i
COCCSc1ccccc1C(=O)Nc1nnc(COC)s1 | i | i | -7 | -1 | i | 1 | i | -2 | i | 4 | i
COc1cc(CNc2ccc3[nH]c(=O)[nH]c3c2)ccc1OCc1ccc(F)cc1Cl | i | i | -3 | -3 | i | 3 | i | -1 | i | 0 | i
Cc1ccccc1-c1cc2c(nn1)-c1ccccc1C2=O | i | i | -10 | 7 | i | 0 | i | -2 | i | 0 | i
O=C1CCC(=O)N1c1ccc(-c2nc3sc4c(c3c(=O)o2)CCC4)cc1 | i | i | -3 | 16 | i | 1 | i | -1 | i | 1 | i
Cc1ccc(C)c(S(=O)(=O)N/N=C2/CCCc3ccccc32)c1 | i | i | -3 | -1 | i | -1 | i | -1 | i | u | i
C=CCn1c(COc2ccccc2OC)nc2ccccc21 | i | i | -5 | 6 | i | 2 | i | 1 | i | 5 | i
CC1CCN(c2c(NCc3ccc(C(=O)NCc4ccccc4)cc3)c(=O)c2=O)CC1 | i | i | -9 | -2 | i | 2 | i | -4 | i | -9 | i
CCn1c(COc2ccccc2)nnc1SCC(=O)NC1CCCCC1 | i | i | -7 | 4 | i | -2 | i | x | i | 1 | i
Cc1cccc(NC(=S)N2CCC(c3nc4ccccc4o3)CC2)c1C | i | i | -3 | -10 | i | 1 | i | -1 | i | 7 | i
Cc1sc2nc(COC(=O)c3ccc(Cl)c(N)c3)[nH]c(=O)c2c1C | i | i | -17 | 6 | i | -2 | i | -2 | i | -1 | i
COC(=O)Cn1cnc2c(C#N)c3n(c2c1=O)CCCCC3 | i | i | -8 | x | i | -1 | i | 1 | i | 0 | i
CC(=O)NCCOC(=O)Nc1ccncc1 | i | i | -8 | -2 | i | 1 | i | 1 | i | 5 | i
O=C(OC1CCCCC1=O)c1cccc(S(=O)(=O)N2CCOCC2)c1 (centres undefined) | i | i | -10 | 8 | i | -1 | i | -2 | i | 3 | i
O=C(Nc1ccccc1N1CCOCC1)c1cc(-c2ccncc2)nc2ccccc12 | i | i | -10 | x | i | -1 | i | 5 | i | -1 | i
CCOC(=O)c1sc(NC(=O)CSc2nccc(C)n2)nc1C | i | i | -6 | -1 | i | -13 | i | x | i | 4 | i
O=C(COC(=O)/C=C/c1nc2ccccc2s1)Nc1cccc(Cl)c1Cl | i | i | -4 | -6 | i | 3 | i | 0 | i | 6 | i
Cc1cccc(N2CCN(C(=O)Cc3ccccc3[N+](=O)[O-])CC2)c1C | i | i | -3 | -8 | i | -6 | i | -1 | i | -1 | i
CNC(=O)c1ccsc1NC(=O)CCS(=O)(=O)c1ccccc1 | i | i | -2 | x | i | 11 | i | -8 | i | 7 | i
COC(=O)c1ccc(OC(=O)c2ccc(OC)c(OC)c2)c(OC)c1 | i | i | -7 | -2 | i | 0 | i | -4 | i | -8 | i
Cc1ccc(NC(=O)C(CC(C)C)NC(N)=O)cc1Cl (centres undefined) | i | i | -5 | -2 | i | 2 | i | -1 | i | 1 | i
Cc1c(OCC(F)(F)F)ccnc1CS(=O)c1nc2ccccc2[nH]1 (centres undefined) | i | i | -9 | 7 | i | 1 | i | -1 | i | 3 | i
CC(=O)c1c(C)[nH]c(C(=O)Nc2cc(C)ccc2C)c1C | i | i | -3 | 1 | i | 2 | i | 2 | i | 2 | i
COC(=O)[C@@H]1C[C@@]2(O)[C@H](O)[C@H](O)[C@H](O)C[C@H]2N1Cc1ccc(-c2ccccc2)cc1 | i | i | -2 | 4 | i | 3 | i | 1 | i | -4 | i
c1ccc2oc(CCc3nc4ccccc4o3)nc2c1 | i | i | -7 | 5 | i | 2 | i | x | i | 4 | i
O=C(Nc1ccc2c(c1)OCO2)C1CCN(C(=O)CSc2ncnc3ccccc23)CC1 | i | i | -19 | 4 | i | -2 | i | 1 | i | 1 | i
O=C(Cn1nnc2ccccc21)NCc1ccccc1 | i | i | -6 | -5 | i | -9 | i | 0 | i | 3 | i
O=C1CCC(=O)N1c1cccc(OS(=O)(=O)c2ccccc2)c1 | i | i | -5 | 1 | i | 2 | i | -3 | i | 2 | i

A few values from the entries so far:
`O=C1CCC(=O)N1c1cccc(OS(=O)(=O)c2ccccc2)c1` | HDAC3 inh: 2
`O=C(Nc1ccc2c(c1)OCO2)C1CCN(C(=O)CSc2ncnc3ccccc23)CC1` | Dyrk1A ADPGlo: 4
`Cc1cccc(N2CCN(C(=O)Cc3ccccc3[N+](=O)[O-])CC2)c1C` | GSK3B inh: -6
`Cc1ccc(NC(=O)C(CC(C)C)NC(N)=O)cc1Cl` (centres undefined) | GSK3A inh: -1

Screening data deposited in PubChem BioAssay by several laboratories.

A portion of the library; the hit share may differ from the screen's.
